# Akt phos inh: blocks phosphorylation of Akt | Neuro2A IGF-stimulated pAkt S473 HTRF, 20 min; hits give low values | activity change, % for hits at 50 µM | hit rate 0.32% among 360,000 | AID 651550; in the data active means activity change below about -80%; inconclusive means mostly about -51% to -80%; further: on the % scale 0 is the no-effect control and ±100 the full control effect
#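 Neuro2A cells in DMEM with 0.5% FBS, overnight at 37 deg C, given compound at single 50 µM final, then IGF (6 nM final) for 20 min at 37 deg C. Lysed; phospho-Akt Ser473 by HTRF after 24 h, 665/615 ratio.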
# PTHR1 ag: activates the human parathyroid hormone receptor PTHR1 | hit rate 0.075% among 410,000 | HEK293 GP2 PTHR1 cells, GloSensor cAMP luminescence, 1 h | Potency, µM (top dose mostly 115 µM), inactives show top-dose activation, usual class: activators | AID 743266 | Q03431; further: potency means the concentration at half of the fitted maximal effect; nearly all actives have a fitted effect of over 55% in size; some results filed as inactive show a strong effect at the top dose; inactives centre near -15; many of its hits are not listed in these tables
#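 HEK-293-derived GP2 cells expressing PTHR1 and a GloSensor cAMP reporter, 3,000/well, plated overnight, given luciferin plus IBMX (each 0.5 mM as added) for 1 h at 37 °C, then compound for 1 h at 37 °C. Luminescence was read after 15 min at room temperature.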
# EPAC2 antag: blocks human EPAC2 exchange factor. Q8WZA2. EPAC2 GEF exchange of Rap1B-BODIPY-GDP, fluorescence. Potency, µM (series often up to 114 µM), without a hit: top-dose activity, negative = inhibition, hits mostly inhibitors. hit rate 0.18% among 360,000; further: potency means the concentration at half of the fitted maximal effect; on the % scale 0 is the no-effect control and ±100 the full control effect; nearly all actives have a fitted effect of over 45% in size; many of its hits are not listed in these tables
# Target sequence (Q8WZA2 whole entry, looked up): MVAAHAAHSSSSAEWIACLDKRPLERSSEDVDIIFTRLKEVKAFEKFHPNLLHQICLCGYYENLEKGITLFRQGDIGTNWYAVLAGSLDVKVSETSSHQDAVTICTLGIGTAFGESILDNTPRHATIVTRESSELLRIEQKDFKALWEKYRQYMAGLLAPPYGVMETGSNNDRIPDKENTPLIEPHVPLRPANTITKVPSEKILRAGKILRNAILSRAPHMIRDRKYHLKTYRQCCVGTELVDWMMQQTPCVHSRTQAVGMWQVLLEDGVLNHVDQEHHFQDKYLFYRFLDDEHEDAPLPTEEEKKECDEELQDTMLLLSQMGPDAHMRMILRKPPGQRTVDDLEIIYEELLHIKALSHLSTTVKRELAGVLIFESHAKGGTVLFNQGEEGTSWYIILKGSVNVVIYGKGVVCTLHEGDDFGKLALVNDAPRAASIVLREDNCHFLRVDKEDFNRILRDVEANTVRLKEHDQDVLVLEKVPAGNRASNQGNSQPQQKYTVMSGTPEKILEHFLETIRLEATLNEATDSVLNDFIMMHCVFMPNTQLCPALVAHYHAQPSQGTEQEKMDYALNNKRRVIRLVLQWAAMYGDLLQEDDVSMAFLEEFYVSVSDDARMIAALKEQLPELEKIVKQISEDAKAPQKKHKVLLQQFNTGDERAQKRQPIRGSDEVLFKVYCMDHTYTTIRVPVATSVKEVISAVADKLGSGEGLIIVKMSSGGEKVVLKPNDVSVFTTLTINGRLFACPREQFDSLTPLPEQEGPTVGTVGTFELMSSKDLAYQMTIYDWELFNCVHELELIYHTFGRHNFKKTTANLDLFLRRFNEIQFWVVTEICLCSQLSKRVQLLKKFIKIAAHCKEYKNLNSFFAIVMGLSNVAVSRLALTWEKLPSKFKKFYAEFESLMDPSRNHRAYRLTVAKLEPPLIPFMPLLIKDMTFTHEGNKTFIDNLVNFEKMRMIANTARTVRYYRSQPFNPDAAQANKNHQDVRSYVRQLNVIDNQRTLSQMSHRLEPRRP
# D3 ag: D3 dopamine receptor (human) agonism. P35462. D3R DiscoveRx beta-arrestin cells, luminescence, 90 min. max activation, %. hit rate 0.58% among 410,000; in the data active means max activation above about 30%; further: 0% is about no effect; mostly tested at two doses, the higher about 12 µM
#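 Agonist-mode cell screen: cells plated at 1500/well and incubated overnight at 37 °C, then exposed to library compounds for 90 min at 37 °C. Detection reagent was added for 30–60 min at room temperature, and luminescence was read.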
# CCT modulator: cytosolic chaperonin activity modulation | hit rate 0.3% among 360,000 | purified chaperonin ATPase assay, HTRF ADP detection, 30 min | activity change, % (test concentration not listed), hits read low; in the data active means activity change below about -30%; further: on the % scale 0 is the no-effect control and ±100 the full control effect
#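 TRiC (40 or 20 nM final, by batch activity) in 30 mM Tris pH 7.4, 100 mM KCl, 5 mM MgCl2, 1 mM DTT was treated with compound at 76 uM single dose, then 10 uM ATP, 30 min at 37 °C. ADP was read by HTRF Transcreener.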
# EPAC2 ag: agonists of human EPAC2 (RAPGEF4). Q8WZA2. EPAC2 activation, biochemical qHTS; response scale: 100% = 6.5 mM cAMP response. Potency, µM (titrated, usually from 154 µM), inactives show at the top dose activation, most hits filed as activators. hit rate 0.079% among 360,000; further: potency means the concentration at half of the fitted maximal effect; nearly all actives have a fitted effect of over 50% in size
#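 Nucleotide exchange monitored as fluorescence drop when BODIPY-GDP leaves Rap1B. Reaction: 100 nM EPAC2, 250 nM RAP1B-BODIPY-GDP, 50 uM GDP, room temperature, kinetic read over 30 min. Activity expressed relative to 6.5 mM cAMP.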
# MmCpn inh: M. maripaludis TRiC chaperonin inhibition; Potency, µM (series often up to 76.9 µM), for inactives: top-dose activity, negative = inhibition, usual class: inhibitors; hit rate 0.031% among 330,000; purified Mm-Cpn ATPase, ADP Transcreener TR-FRET; AID 504842; further: potency means the concentration at half of the fitted maximal effect; on the % scale 0 is the no-effect control and ±100 the full control effect; nearly all actives have a fitted effect of over 80% in size
#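 ATPase turnover read by TR-FRET ADP competition (Eu cryptate antibody/ADP-d2, 665/590 nm): 10uM ATP final, 25nM Mm-CPN final, 30 min 37degC after 10-min compound preincubation, pH 7.4 Tris/KCl/MgCl2/DTT buffer.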
# D3 antag: blocks the human D3 dopamine receptor; hit rate 2.5% among 360,000; AID 652054; max response, negative = inhibition, %; P35462; D3R cells, DiscoveRx beta-arrestin luminescence, antagonist mode; hits give low values; in the data active means max response below about -50%; inconclusive means no clear call, values can overlap the other calls; further: on the % scale 0 is the no-effect control and ±100 the full control effect; mostly tested at two doses, the higher about 12 µM
#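 Cells expressing the human receptor were seeded at 1500 cells/well, incubated overnight at 37 degrees C in 5% CO2, then exposed to library compounds with dopamine controls for 90 minutes at 37 degrees C before luminescent detection.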
# Numbers without * were called inactive; i = inactive; u = inconclusive; x = no result given; & = joins results of further samples; [ ] = dose if it differs, or a comment. Unless noted, the call rests on the fitted dose curve; in most records, active means well fitted curve in the direction sought with a large enough effect; inconclusive means small, poorly fitted or top-dose-only effect, or another doubt; inactive means no such curve, though single readings can be large; an effect the other way counts as inactive or inconclusive. This is a subset; the hit share may differ from the screen's.
1	COc1ccc(C(=O)NC(=S)Nc2ccccc2N2CCOCC2)cc1[N+](=O)[O-]
2	COc1ccc(/C=N\NC(=O)c2ccccc2Cl)cc1COc1c(F)c(F)c(F)c(F)c1F
3	Cc1nc2cc(C(=O)NCc3ccc4c(c3)OCO4)ccc2n1-c1ccc(Br)cc1
4	CC(=O)OC1(C(F)(F)F)Oc2ccccc2NC1=O (stereo not given)
5	CN(C)CCNC(=S)Nc1ccc(Br)cc1
6	Cc1cc(C)n(-c2nc3ccccc3c(=O)n2OC2CCCCC2)n1

entry no.,1,2,3,4,5,6
D3 antag,-14,-12,u,-19,-2,0
PTHR1 ag,i,i,-19%,-36%[inhibitor][57.5 µM],i,i
EPAC2 antag,19%,-14%,-5%,-29%,-5%,2%
CCT modulator,-1.5,-1.2,-1.0,0.6,-1.0,-1.0
EPAC2 ag,14%,-10%,24%,-4%,14%,9%
MmCpn inh,-2%,0%,0%,-1%,0%,0%
Akt phos inh,i,i,i,i,i,i
D3 ag,3,-4,-4,-6,-8,-2

7	COc1nc(-c2ccccc2)ccc1-c1noc(-c2cccnc2)n1
8	CC(=O)Nc1ccc(S(=O)(=O)Nc2nc3nc(-c4ccccc4)cc(-c4ccccc4)n3n2)cc1
9	CCN(C(=O)CN1CCN(c2ccccc2)CC1)c1c(N)n(Cc2ccccc2)c(=O)[nH]c1=O
10	CCCN1CCN(C(c2cc3cc4c(cc3[nH]c2=O)OCO4)c2nnnn2C(C)(C)C)CC1 (stereo not given)
11	COc1ccc(CCN(C(=O)Cn2nnc3ccccc32)C(C(=O)NCC2CCCO2)c2ccncc2)cc1OC (stereo not given)
12	Cc1nc(Nc2nc(-c3ccccc3)cc(=O)[nH]2)nc2ccccc12

entry no.,7,8,9,10,11,12
D3 antag,19,4,22,162,10,-15
PTHR1 ag,-1%[57.5 µM],-17%,i,-14%,-5%,i
EPAC2 antag,13%,-8%,0%,3%,4%,0%
CCT modulator,-0.3,1.2,0.7,-3.8,-1.1,-3.1
EPAC2 ag,-1%,6%,-5%,2%,6%,3%
MmCpn inh,-12%,3%,-2%,-2%,-11%,x
Akt phos inh,i,i,i,i,i,i
D3 ag,3,-3,1,2,9,-7

13	COc1ccc(-c2ccc(-c3nnc(-c4cc(OC)ccc4OC)o3)cc2)cc1
14	N#CCCN(C(=O)COc1ccc(C#N)cc1)c1ccc(F)cc1
15	Cc1cc(Cl)ccc1NC(=S)N1CCC(C(N)=O)(N2CCCCC2)CC1
16	CN(CC(=O)O)S(=O)(=O)c1ccc2c(c1)NC(=O)CC(=O)N2
17	CCc1c(C)nc2ncnn2c1N1CCC(C(=O)NCc2ccc3c(c2)OCO3)CC1
18	CCCCOC(=O)c1ccc(NC(=O)C(=O)NCCN(C)C)cc1

entry no.,13,14,15,16,17,18
D3 antag,18,-20,7,15,37,-13
PTHR1 ag,-21%,i,-7%,i,-18%,3%
EPAC2 antag,18%,13%,11%,6%,-2%,22%
CCT modulator,1.8,0.2,0.9,1.4,-3.8,-0.3
EPAC2 ag,-4%,3%,0%,5%,7%,6%
MmCpn inh,-5%,3%,-1%,-6%,0%,4%
Akt phos inh,i,i,i,i,i,i
D3 ag,13,-9,5,-1,3,0

19	CC(=O)Nc1ccc(/C(C)=N/NC(=O)CN(c2ccccc2Br)S(C)(=O)=O)cc1
20	COc1cc2nc(C3CCC3)n(NC(=O)C3CCCC(OC)C3)c(=O)c2cc1OC (stereo not given)
21	CCOC(=O)C1=C(COC(=O)CCOc2ccc(OC)cc2)NC(=O)NC1C (stereo not given)
22	COc1cc(NC(=S)N2c3ccccc3CC2C)cc(OC)c1 (stereo not given)
23	CC(NNC(=S)N1CCN(c2ccccn2)CC1)c1nccc2ccccc12 (stereo not given)
24	O=C1NC[C@@H](Cc2ccc(O)cc2)N(CCc2cc(C(F)(F)F)cc(C(F)(F)F)c2)C1=O

entry no.,19,20,21,22,23,24
D3 antag,13,16,8,-13,u,20
PTHR1 ag,-24%,15%[57.5 µM],i,-13%,-27%,-6%
EPAC2 antag,5%,1%,5%,-1%,0%,-22%
CCT modulator,0.7,-0.9,-1.1,1.7,1.1,-2.4
EPAC2 ag,-11%,4%,-4%,10%,8%,-4%
MmCpn inh,1%,1%,1%,-6%,x,x
Akt phos inh,i,i,i,i,i,i
D3 ag,2,13,1,1,-7,-2

25	O=C(NC1CC1)C1CC(=O)N(c2ccccc2)C1 (stereo not given)
26	CCCCc1c(C)nc2ccc(Br)cc2c1SC(N)N
27	CC1=CC(C)(C)N(C(=O)CSc2nnc(N)s2)c2c(C)cc(C)cc21
28	COc1ccc(NC(=O)CSc2ccc(-c3ccccn3)nn2)cc1OC
29	CC(C)(Oc1ccc(Cl)cc1)C(=O)N1CCC(C(N)=O)CC1
30	C[C@H](CO)N1C[C@H](C)[C@@H](CN(C)S(=O)(=O)c2ccc(F)cc2)Oc2ccc(NC(=O)Nc3ccc4c(c3)OCO4)cc2C1=O

entry no.,25,26,27,28,29,30
D3 antag,12,-4,0,3,14,14
PTHR1 ag,-7%,i,-1%[57.5 µM],-12%,i,i
EPAC2 antag,10%,20%,2%,10%,5%,-8%
CCT modulator,0.7,-2.5,-0.5,-0.7,-2.0,0.3
EPAC2 ag,9%,-10%,9%,-2%,2%,-6%
MmCpn inh,-3%,-2%,1%,1%,2%,0%
Akt phos inh,i,i,i,i,i,i
D3 ag,-4,-1,3,22,5,16

31	CCCc1cc(=O)n2[nH]c(NCc3c(F)cccc3Cl)nc2n1
32	Cc1cc(N2CCN(C(=O)c3ccco3)CC2)n2nc(-c3cccc(F)c3)cc2n1
33	CN(C)C(=O)c1cccc(-c2cnc3sc(NCc4ccc5c(c4)OCO5)nn23)c1
34	CCOC(=O)C1(C(F)(F)F)N=C(C(F)(F)F)Nc2ccc(F)cc21 (stereo not given)
35	Cc1ccc(Nc2nc3c(c(=O)[nH]c(=O)n3C)n2Cc2ccc(F)cc2)cc1
36	COc1ccc(/C=C/C(=O)NCCn2c(C)cc3ccccc32)cc1OC

entry no.,31,32,33,34,35,36
D3 antag,-7,9,60,-12,0,17
PTHR1 ag,i,-13%[57.5 µM],-16%,0%,i,-6%
EPAC2 antag,0%,-8%,-15%,0%,9%,-14%
CCT modulator,1.4,-0.2,0.1,-0.8,-0.3,-1.8
EPAC2 ag,1%,-17%,9%,-13%,-8%,13%
MmCpn inh,0%,-1%,x,-1%,-1%,-13%
Akt phos inh,i,i,i,i,i,i
D3 ag,-1&-9,20,14,1,19,-2

# No new results follow: entries from further up.
1	COc1ccc(C(=O)NC(=S)Nc2ccccc2N2CCOCC2)cc1[N+](=O)[O-]
2	COc1ccc(/C=N\NC(=O)c2ccccc2Cl)cc1COc1c(F)c(F)c(F)c(F)c1F
3	Cc1nc2cc(C(=O)NCc3ccc4c(c3)OCO4)ccc2n1-c1ccc(Br)cc1
4	CC(=O)OC1(C(F)(F)F)Oc2ccccc2NC1=O (stereo not given)
5	CN(C)CCNC(=S)Nc1ccc(Br)cc1
6	Cc1cc(C)n(-c2nc3ccccc3c(=O)n2OC2CCCCC2)n1
7	COc1nc(-c2ccccc2)ccc1-c1noc(-c2cccnc2)n1

entry no.,1,2,3,4,5,6,7
D3 antag,-14,-12,u,-19,-2,0,19
PTHR1 ag,i,i,-19%,-36%[inhibitor][57.5 µM],i,i,-1%[57.5 µM]
EPAC2 antag,19%,-14%,-5%,-29%,-5%,2%,13%
CCT modulator,-1.5,-1.2,-1.0,0.6,-1.0,-1.0,-0.3
EPAC2 ag,14%,-10%,24%,-4%,14%,9%,-1%
MmCpn inh,-2%,0%,0%,-1%,0%,0%,-12%
Akt phos inh,i,i,i,i,i,i,i
D3 ag,3,-4,-4,-6,-8,-2,3

# Returning to the listing, starting two compounds before the break.
35	Cc1ccc(Nc2nc3c(c(=O)[nH]c(=O)n3C)n2Cc2ccc(F)cc2)cc1
36	COc1ccc(/C=C/C(=O)NCCn2c(C)cc3ccccc32)cc1OC
37	NC(=NCc1ccc2c(c1)OCO2)NC(=O)c1ccccc1
38	NNC(=S)Nc1ccc(Cl)cc1
39	Cc1cc(C(=O)NNc2ccc(C)c(C)c2)no1
40	CCN(CC)C(=O)C1CCC(CNS(=O)(=O)c2cccc3cccnc23)CC1 (stereo not given)
41	CCC(=O)Nc1cccc(NC(=S)NC(=O)c2ccccc2)c1
42	CCCc1cc(=O)oc2cc(OCC(=O)NC3CC(C)(C)NC(C)(C)C3)ccc12

entry no.,35,36,37,38,39,40,41,42
D3 antag,0,17,-29,-18,-24,48,-1,6
PTHR1 ag,i,-6%,-2%,-18%,i,-48%[inhibitor],-24%,-23%
EPAC2 antag,9%,-14%,-28%,-1%,0%,-8%,13%,9%
CCT modulator,-0.3,-1.8,0.4,-2.8,-1.8,-0.9,1.3,-5.3
EPAC2 ag,-8%,13%,-8%,8%,4%,6%,-1%,13%
MmCpn inh,-1%,-13%,-4%,2%,-1%,0%,3%,-2%
Akt phos inh,i,i,i,i,i,i,i,i
D3 ag,19,-2,-16,6,4,5,-9,1

43	COc1ccc(C(=O)NNC(=S)NC(=O)c2cccnc2)cc1
44	O=C1Nc2ccccc2N(O)N1c1ccc(Cl)c(Cl)c1
45	Cc1c(C(c2ccc(O)cc2)c2c(C)n(C)n(-c3ccccc3)c2=O)c(=O)n(-c2ccccc2)n1C
46	O=C(O)CCN1C(=O)S/C(=C\c2cccnc2)C1=O
47	CC(NC(=O)CN(C)CC(=O)Nc1ccc(Cl)c(C(F)(F)F)c1)c1ccccc1 (stereo not given)
48	c1ccc(CCn2nnnc2C(c2cccnc2)N2CCN(c3ccccc3)CC2)cc1 (stereo not given)
49	C[N+](C)=C1SCC(C)(/C=N/O)S1 (stereo not given)

entry no.,43,44,45,46,47,48,49
D3 antag,1,1,5,0,-9,15,-18
PTHR1 ag,i,i,i,i,-36%[inhibitor],-23%[57.5 µM],29%
EPAC2 antag,17%,-1%,-14%,3%,-9%,-3%,23%
CCT modulator,6.2,0.9,1.4,0.3,-1.5,2.6,-0.8
EPAC2 ag,0%,4%,1%,8%,1%,-10%,7%
MmCpn inh,-1%,4%,-5%,1%,0%,1%,3%
Akt phos inh,i,i,i,i,i,i,i
D3 ag,-1,3,-2,7,8,1,-8
